# Measles CPE = compounds protecting cells from measles virus cytopathic effect, primary screen, measles RdRp inhibitor project, single point, MLSMR library, absorbance; hit rate 1.5% among 140,000; Measles virus-infected cells, CPE protection; protection (pct of control), % at 4 µM; AID 841, 2007; in the data active = protection mostly above about 24%, no sharp cut-off; inactive = mostly below about 26%; also: some compounds called inactive have numbers as strong as hits
# HCT116 PTEN-null = growth suppression of PTEN-null HCT116, primary screen, cell-based, CellTiter-Glo; HCT116 PTEN-null viability, 60 h; stronger effect = lower value; hit rate 1.2% among 140,000; viability, % at 10 µM;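 active = viability at or below a set limit, 4 SD under the median of all tested compounds, cut at about 3.7% in these data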;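 also: PTEN knockout HCT116 line with beta catenin targeted HCT116 as companion control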
# MRP1 act = H69AR viability gain despite doxorubicin, primary screen, MRP-1 activator project, H69AR cells, CellTiter-Glo; viability rescue; hit rate 0.61% among 140,000; viability increase, % at 10 µM;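 active = viability gain under doxorubicin at or above a set limit, the compound median plus 3 SD, cut at about 4.7% in these data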;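 also: MRP-1 overexpressing cells given doxorubicin 25 µM after compound pretreatment; 18-22 h compound pretreatment then 72 h with doxorubicin before readout; 0% = doxorubicin-only wells and 100% = vehicle-treated cells without doxorubicin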
# Phagocytosis inh = inhibitors of macrophage phagocytosis, primary screen, imaging, J774A.1 cells, IgG beads; inhibition, % at 5 µM; J774A.1 macrophage IgG-bead phagocytosis; hit rate 0.07% among 110,000; AID 1029, 2008;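 active = inhibition above the mean of the plate negative controls plus 5 SD, cut at about 13% in these data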;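 also: phagocytic index as fraction of beads internalized from green versus red external bead signal; plate controls were DMSO negative control for no effect and cytochalasin-D positive control for full effect; some results beyond the cut were filed as inactive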
# NPY Y2 blocker = NPY-Y2 receptor antagonists, primary screen, cell-based; hit rate 0.99% among 140,000; Neuropeptide Y receptor type 2 (Homo sapiens), P49146; inhibition, % at 2.7 µM; NPY-Y2 expressing cells, antagonist mode; AID 793, 2007; in the data active = inhibition above about 17%;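 also: 0% = vehicle with agonist challenge and 100% = reference antagonist with challenge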
# Target sequence (P49146 whole entry, looked up): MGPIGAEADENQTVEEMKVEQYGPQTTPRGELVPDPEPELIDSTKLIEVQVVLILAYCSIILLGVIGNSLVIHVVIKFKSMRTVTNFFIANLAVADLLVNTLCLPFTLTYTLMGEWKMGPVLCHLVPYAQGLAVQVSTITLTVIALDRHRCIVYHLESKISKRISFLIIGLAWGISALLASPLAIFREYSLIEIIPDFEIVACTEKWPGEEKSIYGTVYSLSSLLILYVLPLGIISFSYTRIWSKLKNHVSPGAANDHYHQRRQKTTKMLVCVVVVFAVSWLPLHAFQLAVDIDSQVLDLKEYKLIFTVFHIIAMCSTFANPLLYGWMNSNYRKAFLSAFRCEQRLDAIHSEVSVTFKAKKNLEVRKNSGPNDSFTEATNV
# HCT116 bCat-KO = primary screen for growth suppressors in beta-catenin knockout HCT116 cells (colon tumor, human); HCT116 beta-catenin knockout viability, CellTiter-Glo, 60 h; stronger effect = lower value; viability, % at 10 µM; hit rate 1.5% among 140,000;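 active = viability at or under a set limit, the compound median less 4 SD, cut at about 6% in these data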;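 also: 0% = Hyamine 1622 control at 20 µM and 100% = untreated cell control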
# Yeast life ext = compounds extending yeast replicative lifespan, primary screen, S. cerevisiae, OD615; inhibition of the nicotinamide effect, % at 10 µM; hit rate 0.68% among 130,000; AID 775, 2007; S. cerevisiae growth with nicotinamide; deaD strain in restrictive glucose medium;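 active = inhibition above a set limit, placed 3 SD over the median of all compounds, cut at about 26% in these data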;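 also: 0% = nicotinamide-treated wells and 100% = cells grown without nicotinamide; some compounds called inactive have numbers as strong as hits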
#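 System: DeaD-strain S. cerevisiae / Buffer or medium: CSMM-D, restrictive glucose (dextrose) synthetic minimal medium / Probe or stimulus: nicotinamide, 1.5 mM, co-present with compound / Compound: one concentration, 10 µM, DMSO 0.25% / Incubation: 48 h compound exposure at 30 °C, humidified / Technique: optical density (absorbance) at 615 nm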
# BB579 growth dn = growth inhibitors of yeast BB579 in restrictive medium, primary screen, yeast lifespan-shortening project, S. cerevisiae. OD615, 48 h. inhibition, % at 10 µM. hit rate 0.51% among 140,000. AID 804, 2007;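 active = inhibition above a set limit, 3 SD over the mean compound inhibition, cut at about 44% in these data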; also: inactives centre near -24
#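 Detection: OD615 turbidity measurement; Material: Saccharomyces cerevisiae DeaD strain BB579, replicative lifespan model yeast; Timing: 48 h exposure, 30 °C; Doses: single 10 µM dose; Medium: CSMM-D restrictive synthetic medium containing dextrose (glucose); Controls: amphotericin B at 10 µg/mL as positive control.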
# E-sel TNF inh = E-selectin induction blockers in HUVEC – imaging, immunofluorescence, high content, primary screen; HUVEC TNFa-induced E-selectin immunofluorescence; inhibition, % at 2 µM; hit rate 0.71% among 120,000; AID 1246, 2008;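 active = inhibition above the batch mean plus 3 SD, and confirmed as a hit on visual image review, cut at about 43% in these data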;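 also: 0% = TNF-stimulated DMSO wells and 100% = unstimulated control wells; not every result past the cut was called active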
# GALR2 antag = GALR2 antagonists in receptor-expressing cells, primary screen | Galanin receptor type 2 (Homo sapiens), O43603 | antagonist mode | inhibition, % at 4 µM | hit rate 0.39% among 140,000; in the data active = inhibition above about 27%;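 also: cells stimulated with galanin 1-16 at roughly its EC80; 0% = agonist challenge control and 100% = basal control without agonist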
# Target sequence (O43603 whole entry, looked up): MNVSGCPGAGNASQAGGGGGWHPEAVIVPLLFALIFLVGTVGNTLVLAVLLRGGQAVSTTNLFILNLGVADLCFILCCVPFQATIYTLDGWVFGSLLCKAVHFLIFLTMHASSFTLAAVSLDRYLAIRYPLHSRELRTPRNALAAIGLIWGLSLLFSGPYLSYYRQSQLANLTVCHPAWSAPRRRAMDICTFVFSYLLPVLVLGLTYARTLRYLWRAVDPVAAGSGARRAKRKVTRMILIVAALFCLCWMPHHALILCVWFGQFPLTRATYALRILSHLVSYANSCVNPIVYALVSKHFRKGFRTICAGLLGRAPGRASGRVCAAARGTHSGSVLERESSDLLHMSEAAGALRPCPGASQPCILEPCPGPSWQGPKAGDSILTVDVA
# Active calls of the source: *; / = not tested or not shown.
SMILES	Measles CPE	HCT116 PTEN-null	MRP1 act	Phagocytosis inh	NPY Y2 blocker	HCT116 bCat-KO	Yeast life ext	BB579 growth dn	E-sel TNF inh	GALR2 antag
Cc1noc(C)c1CSc1cc(C)c2ccccc2n1	9	80	-1.5	0	2	92	-6	-57	-14	-4
O=C(O)CCCCn1c(SCC(=O)Nc2ccccc2C(F)(F)F)nc2ccsc2c1=O	14	102	-0.6	-3	5	94	13	-59	1	3
CCOC(=O)c1nnn(-c2nonc2N)c1-c1ccccc1	5	90	-0.5	/	5	90	-1	-20	2	11
CCc1ccc(-c2cc(C(F)(F)F)n3nc(C(=O)Nc4cnn(Cc5ccccc5C)c4)cc3n2)s1	2	49	-5.5	/	2	34	22	-48	2	2
Cc1ccc(OCCN2CCN(CC(O)Cn3c4ccccc4c4ccccc43)CC2)cc1 (stereo not given)	20	1.4*	-6.1	11	9	1.2*	-4	1	10	-17
COc1ccc(OCCNC(=O)c2ccccc2OCC(=O)Nc2ccc(NC(C)=O)cc2)cc1	8	78	-2.0	2	2	81	2	-50	/	11
O=S(=O)(c1ccc(Cl)cc1)N1CCCC1c1nc(-c2ccc(Cl)cc2)no1 (stereo not given)	5	96	-1.4	/	15	88	-2	-28	-14	0
O=C(CCCc1nc(-c2ccccc2)no1)Nc1cccnc1	25	96	-0.6	0	2	95	-5	-19	-14	10
CCN(CC)S(=O)(=O)c1cc(NC(=O)CSc2nnc(-c3cccs3)o2)ccc1C	8	106	4.2	/	1	94	8	-35	-29	-3
COc1ccc(OC)c(NS(=O)(=O)c2ccc3c(c2)CCC(=O)N3)c1	8	82	-2.3	1	0	80	-14	-2	0	0
COc1ccc(-n2c(Cc3cccn3C)nnc2SCC(=O)N2CCC(C)CC2)cc1	6	99	-3.2	0	2	90	-4	-33	-4	0
CCCN(CCC)S(=O)(=O)c1ccc(C(=O)Nc2nc3c(s2)CCc2ccccc2-3)cc1	9	2.9*	-5.2	-11	-1	3.1*	0	-26	/	2
CCCOc1ccc(C(CC(=O)O)NS(=O)(=O)c2ccc(NC(C)=O)cc2)cc1 (stereo not given)	1	111	0.6	-5	1	89	-1	-16	/	9
COc1ccc(NC(=O)C2CCN(c3cc(C)nc(-c4ccccc4)n3)CC2)cc1	2	92	-1.7	/	1	95	12	-36	-9	2
O=C(/C=C/c1ccccc1)NCCSc1ccc(Cl)cc1	9	102	1.8	/	12	98	-7	-28	-67	20
COc1cccc(-c2csc(N3CCN(C(=S)Nc4ccc(Cl)cc4)CC3)n2)c1	32	74	-0.1	1	2	66	-14	-17	-73	8
CCOC(=O)Cn1c2c(c(=N)c3c1CCC3)CCCC2	3	90	-0.1	/	5	93	6	-28	/	6
CCN(CC)C(=O)CN(c1cc2c(cc1OC)oc1ccccc12)S(=O)(=O)c1ccccc1	8	58	-1.2	-1	5	56	-7	5	-6	-6
CCCCC(O)(C(NC=O)C(=O)OC)C(F)(F)F (stereo not given)	32	91	-1.9	2	5	100	-11	-26	-23	5
CN(CCc1ccccn1)Cc1ccc(Cl)cc1Cl	9	92	-2.3	/	3	100	-3	-33	-17	-4
O=C(O)c1ccccc1CSc1ncn[nH]1	11	104	-0.4	-1	3	103	-17	-38	19	-10
CS(=O)(=O)c1nc(-c2ccc(Br)cc2)cc(-c2ccccc2)c1C#N	1	2.1*	-3.4	-1	5	1.6*	2	-36	7	0
Cc1c(Cl)cccc1N1CC(C(=O)Nc2nccs2)CC1=O (stereo not given)	21	91	-2.1	-2	2	97	-7	-8	/	7
Cc1[nH]c2ccccc2c1N=Nc1cccc(C(=O)O)c1	1	98	-3.2	-6	2	103	-7	26	/	9
CC(c1ccccc1)n1cc(C(=O)NCCN2CCOCC2)nn1 (stereo not given)	10	102	-2.7	/	1	98	-5	-5	-14	-6
CC(C(=O)N1CCN(C)CC1)N1C(=O)c2ccccc2C1=O (stereo not given)	4	94	0.1	1	2	106	-1	-51	11	7
CC1=CC(c2ccccc2)n2nc(NS(=O)(=O)c3ccc(C)cc3)nc2N1 (stereo not given)	29	102	-3.4	1	5	92	-27	-17	0	11
CCOC(=O)N1CCC(NC(=O)C2CCN(S(=O)(=O)c3c(C)noc3C)CC2)CC1	15	101	1.0	2	2	105	-13	-22	11	-10
C=CCN1C(=O)C(Cc2ccc(OC)cc2)SC1=Nc1ccc(C(=O)O)cc1 (stereo not given)	15	88	-2.0	-10	1	85	-4	4	/	-4
COc1ccc(OC)c(NC(=O)[C@@H]2CCCN2C(=O)c2cccs2)c1	5	99	-0.9	0	1	99	5	-42	/	4
Cc1cc(C)c2c(=O)[nH]c(SCC(=O)c3ccc(C(C)C)cc3)nc2n1	6	95	-0.7	-1	3	103	-8	-8	14	-1
COC(=O)c1cc(=O)nc2scc(C)n12	5	96	-1.4	/	3	90	1	-2	-15	-6
CCC(CC)C(=O)Nc1cccc(C(=O)N2CCOCC2)c1	3	99	0.0	-2	2	101	-4	19	4	4
CCOC(=O)C1Cc2cc3c(cc2C1=O)CC(C(=O)OCC)C3=O (stereo not given)	6	92	-1.9	-1	-4	95	51*	-10	/	2
c1ccc2[nH]c(SN3CCOCC3)nc2c1	1	94	-2.0	0	5	85	-17	-49	-14	5
CS(=O)(=O)N1CCc2cc(S(=O)(=O)Nc3ccc4c(c3)OCCO4)ccc21	10	68	0.1	0	-1	70	-24	-23	-20	2
O=C(O)COc1ccc2c(c1)OCCO2	27	105	-0.3	0	13	103	-7	-5	39	-3
Cc1ccc(SC(CC(=O)c2ccc(C)cc2)C(=O)O)cc1 (stereo not given)	6	70	-4.0	1	14	58	11	-13	-4	-3
COC(=O)c1cc(S(=O)(=O)N2CCC(C)CC2)ccc1F	18	92	-3.5	-4	-1	93	-5	-9	-33	0
CCN(CCCNC(=O)C1CCN(S(=O)(=O)c2cnc[nH]2)CC1)c1ccccc1	2	87	-0.6	1	0	81	-6	-30	-6	10
CCOC(=O)c1ccc(NC2c3ncccc3C(=O)N2Cc2ccc(F)cc2)cc1 (stereo not given)	3	84	-1.2	/	-1	94	-17	-30	/	-3
CCC(C)NC(=O)C(NS(=O)(=O)c1ccc2c(c1)c(=O)n(C)c(=O)n2C)c1ccccc1 (stereo not given)	6	109	-0.6	0	2	99	-6	-31	/	7
CCOc1ccc(OCC)c(NC(=O)C2C3C=CC(O3)C2C(=O)NCc2ccco2)c1 (stereo not given)	9	96	-2.7	-1	1	91	-5	-41	-13	10
O=C(Oc1ccc(C(=S)N2CCOCC2)cc1Br)c1ccccc1F	3	98	-1.1	1	3	93	6	2	-43	2
CCCOc1ccc(N2C(=O)CC(SC(=NCC)Nc3cccc(F)c3)C2=O)cc1 (stereo not given)	8	20	-6.7	/	0	23	/	-53	-32	-5
COCCSc1ccccc1C(=O)NCc1ccco1	0	91	-3.0	3	-2	86	-5	-8	2	7
O=C(O)CNS(=O)(=O)c1cccc2nsnc12	12	96	-1.2	0	3	93	-1	-24	20	-3
CCOc1ccc(N(CC(=O)Nc2ccccc2)S(C)(=O)=O)cc1	3	95	0.0	0	6	108	-10	1	-20	16
COc1ccc(/C=C/C(=O)OCC(=O)Nc2ccc(Cl)cc2F)cc1S(=O)(=O)N1CCOCC1	44	105	-0.8	-12	1	91	4	-26	/	0
Cc1cc(C)n(C(=O)Cn2nc(C(F)F)cc2C)n1	28	105	0.2	/	1	102	/	-36	-11	-6

# The listing continues:
SMILES	Measles CPE	HCT116 PTEN-null	MRP1 act	Phagocytosis inh	NPY Y2 blocker	HCT116 bCat-KO	Yeast life ext	BB579 growth dn	E-sel TNF inh	GALR2 antag
CCN(CC)C(=O)C(=O)c1cccn1-c1ccccc1C#N	6	105	-0.3	-2	3	112	-7	-3	9	-13
COc1ccc(C(C)NC(=O)c2ccc(Cl)cc2)cc1OC (stereo not given)	15	91	-0.8	-9	3	93	1	-4	/	2
CCOC(=O)c1ccc(NC(=O)CCc2nc(-c3cccc(C)c3)no2)cc1	11	74	0.8	3	2	76	-5	-31	-13	-1
CC(=O)Nc1ccc(C(=O)OCc2ccccc2Cl)cc1	16	94	0.1	-4	0	98	-7	-4	35	3

# Molecules above that have an aryl methoxy group (10):
SMILES	Measles CPE	HCT116 PTEN-null	MRP1 act	Phagocytosis inh	NPY Y2 blocker	HCT116 bCat-KO	Yeast life ext	BB579 growth dn	E-sel TNF inh	GALR2 antag
COc1ccc(OCCNC(=O)c2ccccc2OCC(=O)Nc2ccc(NC(C)=O)cc2)cc1	8	78	-2.0	2	2	81	2	-50	/	11
COc1ccc(OC)c(NS(=O)(=O)c2ccc3c(c2)CCC(=O)N3)c1	8	82	-2.3	1	0	80	-14	-2	0	0
COc1ccc(-n2c(Cc3cccn3C)nnc2SCC(=O)N2CCC(C)CC2)cc1	6	99	-3.2	0	2	90	-4	-33	-4	0
COc1ccc(NC(=O)C2CCN(c3cc(C)nc(-c4ccccc4)n3)CC2)cc1	2	92	-1.7	/	1	95	12	-36	-9	2
COc1cccc(-c2csc(N3CCN(C(=S)Nc4ccc(Cl)cc4)CC3)n2)c1	32	74	-0.1	1	2	66	-14	-17	-73	8
CCN(CC)C(=O)CN(c1cc2c(cc1OC)oc1ccccc12)S(=O)(=O)c1ccccc1	8	58	-1.2	-1	5	56	-7	5	-6	-6
C=CCN1C(=O)C(Cc2ccc(OC)cc2)SC1=Nc1ccc(C(=O)O)cc1 (stereo not given)	15	88	-2.0	-10	1	85	-4	4	/	-4
COc1ccc(OC)c(NC(=O)[C@@H]2CCCN2C(=O)c2cccs2)c1	5	99	-0.9	0	1	99	5	-42	/	4
COc1ccc(/C=C/C(=O)OCC(=O)Nc2ccc(Cl)cc2F)cc1S(=O)(=O)N1CCOCC1	44	105	-0.8	-12	1	91	4	-26	/	0
COc1ccc(C(C)NC(=O)c2ccc(Cl)cc2)cc1OC (stereo not given)	15	91	-0.8	-9	3	93	1	-4	/	2

# Compound activity deposited in PubChem by several laboratories.

# An unsorted share of the library; overall some 6.1% were active at least once.
